# beta cell repl – induces beta-cell replication in MIN6 cells | 330,000 tested, 0.29% active | AID 2380 | proliferation, % at 10 µM | MIN6 cells proliferation, ATPlite luminescence, 48 h; cells starved in 0.2% serum; 100% = growth in 10% serum;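 active means compounds whose signal lies at least 3.5 SD above the mean of all wells on their plate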;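 further: 0% = DMSO-treated cells in low-serum medium and 100% = 10% serum control; some compounds called inactive have numbers as strong as hits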
# tim23-1 inh – growth inhibitors of tim23-1 mutant yeast; inhibition, % at 20 µM; 330,000 tested, 1.3% active; S. cerevisiae tim23-1 growth, BacTiter-Glo luminescence, 24 h;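 active means growth inhibition of the mutant yeast at or above 50%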;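 further: temperature-sensitive mutant grown at 25 °C; plate controls were DMSO-treated mutant yeast for no effect and medium wells lacking yeast for full effect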
# MPTP inh – inhibitors of mitochondrial permeability transition pore; isolated mouse mitochondria, Ca2+ swelling absorbance, 30 min; inhibition, % at 10 µM; 360,000 tested, 1.4% active;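 active means inhibition of 50% or more, scaled per plate between neutral and stimulator controls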;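 further: 0% = DMSO wells given calcium and 100% = 1 mM EGTA wells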
# APJ ag – APJ receptor agonism. P35414. CHO-K1 APJ PathHunter beta-arrestin, luminescence; 0% DMSO wells, 100% apelin. activation, % at 20 µM. 330,000 tested, 0.11% active;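 active means activation more than six SD over the plate average, tested at 20 µM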;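 further: 0% = DMSO alone and 100% = apelin-13 at 10 nM; some results filed as inactive read as strong as hits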
# Target sequence (P35414 whole entry, looked up): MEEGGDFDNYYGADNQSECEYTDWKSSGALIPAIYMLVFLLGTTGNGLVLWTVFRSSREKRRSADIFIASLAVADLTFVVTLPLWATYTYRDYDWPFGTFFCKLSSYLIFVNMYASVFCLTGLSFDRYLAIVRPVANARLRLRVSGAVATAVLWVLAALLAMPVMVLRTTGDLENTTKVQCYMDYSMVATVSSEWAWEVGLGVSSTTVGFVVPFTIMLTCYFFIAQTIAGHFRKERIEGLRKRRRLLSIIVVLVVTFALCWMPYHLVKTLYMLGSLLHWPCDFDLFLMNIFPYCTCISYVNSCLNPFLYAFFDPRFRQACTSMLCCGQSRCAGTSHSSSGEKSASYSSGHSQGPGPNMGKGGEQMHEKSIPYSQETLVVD
#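 Assay system – PathHunter CHO-K1 APJ (AGTRL-1) beta-arrestin reporter cells · Compound – one dose, 20 µM compound, 1% DMSO · Timing – compound 90 min 25 °C, reagent 1 h · Measured by – luminescence from split beta-galactosidase complementation, Galacton Star/Emerald II substrate · Measure – beta-arrestin recruitment to APJ as agonist activity, luminescent signal · Benchmarks – DMSO vs Apelin-13 10 nM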
# TIM10 inh – growth inhibitors of TIM10 yeast strain; S. cerevisiae TIM10 strain growth, BacTiter-Glo luminescence, 24 h; inhibition, % at 10 µM; 330,000 tested, 1.4% active;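 active means inhibition of 40% or more at the single tested concentration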;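 further: wild-type TIM10 isogenic control strain grown at permissive 25 °C; 0% = DMSO yeast wells and 100% = minimal medium wells without yeast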
# NLRP3 yeast inh – inhibitors of NALP3 inflammasome in yeast | Yeast reconstituted NLRP3/ASC/caspase-1, beta-gal luminescence, 24 h | inhibition, % at 10 µM | 330,000 tested, 0.39% active;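 active means inhibition of 50% or more; inactive means inhibition below 50%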;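 further: plate controls were induced DMSO wells for no effect and uninduced yeast grown without galactose for full effect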
# NR3A LBD binder – NR3A (human) ligand-binding domain modulation. NR3A LBD differential scanning fluorimetry, Tm shift; 0% = protein alone, 100% = glycine-bound protein. Tm shift relative to glycine control, % at 25 µM. 340,000 tested, 2.5% active. AID 1259313;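 active means melting temperature shift of at least 10% of the positive control shift, at one fixed dose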
# tim10-1 inh – tim10-1 yeast growth inhibition. S. cerevisiae tim10-1 ts strain growth, BacTiter-Glo, 24 h. inhibition, % at 20 µM. 330,000 tested, 2.2% active. AID 463190;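 active means inhibition of at least 40%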;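 further: mutant grown at 25 °C; 0% = DMSO wells with yeast and 100% = wells holding no yeast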
# APJ antagonist – antagonists of human APJ apelin receptor. P35414. CHO-K1 APJ beta-arrestin complementation, luminescence. inhibition, % at 20 µM. 330,000 tested, 0.32% active;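 active means inhibition above about 40% at 20 µM, limit read from the data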;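 further: cells challenged with 10 nM apelin-13 agonist together with compound; plate controls were apelin-13 plus DMSO wells for no effect and DMSO wells lacking apelin-13 for full effect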
# Starred values were filed as active, the others as inactive; & = joins results of further samples.
entry | mol | NR3A LBD binder | tim10-1 inh | TIM10 inh | APJ ag | beta cell repl | APJ antagonist | MPTP inh | NLRP3 yeast inh | tim23-1 inh
1 | CCOc1ccc(C(=O)NCC(=O)Nc2ccc(N3CCOCC3)cc2)cc1OCC | -2 | -8 | 1 | -2 | 1 | 7 | 1.0 | 17 | 23
2 | Cc1nc(-c2ccccc2)nc2[nH]c(C(C)C)cc(=O)c12 | 0 | 18 | 7 | 0 | -3 | 1 | 2.3 | 7 | 18
3 | COC(=O)[C@H]1C[C@H]1[C@@H](NC(=O)c1ccc[nH]1)c1ccccc1 | 1 | -7 | -2 | -5 | -3 | 9 | -0.8 | 27 | 1
4 | Cc1ncc(C[n+]2csc(CCO)c2C)c(N)n1 | -3&0 | -31&-1 | 10&-3 | -3&-1 | 0&-3 | 1&28 | -1.3&-1.0 | 3&18 | 5&6
5 | COc1cccc(-c2cc(C(=O)N3CCN(c4ccc(F)cc4)CC3)no2)c1 | 4 | -6 | -13 | -6 | -1 | 2 | 0.3 | 14 | -5
6 | COC(=O)c1ccc(NC(=O)CCn2cccc2)cc1 | 0 | 0 | 5 | -3 | -1 | 5 | -2.5 | 32 | 1
7 | CN1C/C(=C/c2cccs2)C(=O)/C(=C\c2cccs2)C1 | 0 | 19 | -9 | -1 | -6 | 24 | 1.8 | 25 | 8
8 | Cc1ccc(S(=O)(=O)C2(C(=O)N3CCCC(C)C3)CC2)cc1 (centres undefined) | -1 | 19 | -16 | -1 | -2 | 7 | -1.7 | 8 | 15
9 | COc1ccc(C2(c3ccc(OC)cc3)NC(=O)N(CC(=O)Nc3ccc(C(=O)N(C)C)cc3)C2=O)cc1 | -1 | -7 | 1 | -3 | -2 | 6 | -1.0 | 13 | -12
10 | Cc1cc(Br)c2[nH]cc(CCNC(=O)c3ccco3)c2c1 | -4 | 33 | 21 | 7 | -3 | -32 | -1.5 | 38 | 33
11 | COc1ccc(F)cc1C(=O)C1CCCN(Cc2c(C)n(C)n(-c3ccccc3)c2=O)C1 (centres undefined) | 0 | 0 | -8 | 2 | -4 | 9 | 0.2 | 21 | 16
12 | COc1cccc(C(=O)c2cn(CC(=O)NCc3ccco3)c3nc(C)ccc3c2=O)c1 | -4 | -8 | 9 | 1 | -1 | 10 | -0.7 | -4 | 3
13 | CC(=O)c1cccc(N(C(=O)c2ccco2)C(C(=O)NC2CCCC2)c2ccc(N3CCOCC3)cc2)c1 (centres undefined) | 4 | -6 | -7 | -2 | -1 | -1 | 1.9 | 11 | 10
14 | CC1(C)CC(CC(=O)Nc2ccc([N+](=O)[O-])cc2)C(=O)O1 (centres undefined) | -1 | -2 | -11 | -3 | -4 | -7 | -3.3 | 19 | 0
15 | Cc1cccc(C)c1NC(=O)CN(c1ccccn1)S(=O)(=O)c1ccc(F)cc1 | 2 | -4 | 8 | 0 | -1 | 5 | 1.4 | 20 | 11
16 | Cc1cc(C)nc(/N=C2\NC(=O)CC(C(=O)O)N2CCc2c[nH]c3ccccc23)n1 (centres undefined) | -3 | -3 | -4 | -2 | -1 | 1 | 0.5 | 8 | -1
17 | O=C(CCCn1c(=O)oc2ccccc21)N1CCc2ccccc2C1 | 3 | 35 | 0 | -2 | 0 | 23 | 0.2 | 17 | 13
18 | CCOC(=O)c1ccc(N2C(=O)C(O)=C(C(C)=O)C2c2ccc(O)c(OC)c2)cc1 (centres undefined) | 0 | 0 | -7 | 0 | 2 | 4 | -6.4 | -5 | 5
19 | O=C(CNC(=O)c1ccco1)OCc1ccc(C(=O)c2ccccc2)cc1 | -1 | 7 | -16 | -1 | -2 | 23 | -0.4 | -3 | -3
20 | Cc1c(C(=O)Nc2ccc(F)cc2)sc2ncn(CC(=O)N3CCCCC3)c(=O)c12 | 0 | 10 | -21 | -2 | 0 | 2 | -2.3 | 6 | -2
21 | O=S(=O)(c1ccc(C(F)(F)F)cc1)N1CCN(CCOc2ccccc2)CC1 | 3 | 25 | -3 | 2 | -2 | 1 | -0.4 | 40 | 21
22 | O=C(NCc1nnnn1-c1ccc(F)cc1)C1CC(=O)N(c2ccc(F)cc2)C1 (centres undefined) | 2 | -19 | -1 | -2 | 3 | -2 | 3.1 | 13 | -21
23 | CCCC1(C(=O)O)NC(c2ccccc2O)C2C(=O)N(Cc3ccccc3)C(=O)C21 (centres undefined) | -1 | -7 | 6 | -3 | -2 | 1 | -2.9 | -6 | 3
24 | COc1ccccc1CNC(=O)C1CCN(C(=O)NC2CCCCC2)CC1 | 1 | 20 | 2 | -1 | -5 | 19 | 1.6 | 11 | 15
25 | CNC(=O)C1CC(=O)N(CCc2ccc(OC)c(OC)c2)C(=Nc2ccc(F)cc2)S1 (centres undefined) | 1 | 31 | 7 | -2 | -1 | -31 | -0.9 | 2 | 10
26 | CCOc1ccc(CN2CCN(Cc3ccc4cc(F)ccc4n3)CC2CCO)cc1 (centres undefined) | -4 | -4 | 4 | 1 | -2 | 2 | 0.0 | 9 | -15
27 | CCOC(=O)C1CC(c2ccc(Cl)cc2)=NNC1=O (centres undefined) | -3 | -8 | 6 | -4 | 0 | 7 | 0.4 | 11 | 13
28 | Cc1ccc(Oc2cc(NC(=O)CCCn3nc([N+](=O)[O-])c(Cl)c3C)cc([N+](=O)[O-])c2)cc1 | 10 | 18 | 16 | 3 | -6 | -7 | 44 | 17 | 22
29 | CC1(C)Cc2c(c(N3CCOCC3)nc3sc(C(N)=O)c(N)c23)CO1 | 3 | 22 | 21 | -7 | 2 | 2 | 3.0 | 13 | 20
30 | COc1ccc(/C=C2\SC(=O)N(CCCC(=O)Nc3ccc(C(=O)O)cc3)C2=O)cc1OC | 1 | -12 | 7 | -4 | 1 | 28 | -1.0 | 11 | -9

# (continued)
entry | mol | NR3A LBD binder | tim10-1 inh | TIM10 inh | APJ ag | beta cell repl | APJ antagonist | MPTP inh | NLRP3 yeast inh | tim23-1 inh
31 | O=c1c2[nH]c3ccc(F)cc3c2ncn1Cc1ccncc1 | 0 | 4 | -6 | -6 | 1 | 6 | 0.7 | 15 | 2
32 | CC(NCC(=O)Nc1cc(S(=O)(=O)N2CCCCCC2)ccc1Cl)c1ccccc1 (centres undefined) | 1 | 22 | 35 | -1 | -6 | -2 | -0.3 | 15 | 41
33 | COc1cccc(C(=O)COc2ccccc2-c2ccccc2)c1 | -1 | 22 | -4 | -3 | 0 | 2 | 22 | 2 | 16
34 | O=C(c1ccc(S(=O)(=O)N2CCCCCC2)cc1)N1CCN(Cc2ccccc2)CC1 | -2 | 5 | 7 | -3 | -5 | -8 | -0.8 | 17 | 30
35 | CCCN1CCN(C(=O)C(C)n2nc(C)c3sc4ccccc4c3c2=O)CC1 (centres undefined) | -2 | 4 | 4 | -2 | 7 | -21 | -3.3 | 8 | -5
36 | O=C(N/N=C/c1cccc(O)c1)c1ccc(NC(=O)c2cccc([N+](=O)[O-])c2)cc1 | 27* | 13 | 14 | -1 | 0 | 13 | 1.5 | 6 | -11
37 | COc1ccc(OCc2cc(C(=O)N3CCSCC3)no2)c(Cl)c1 | 0 | 12 | -3 | -5 | 0 | -2 | 0.9 | 24 | 18
38 | CCOc1ccc(N(C(=O)c2snc(C(N)=O)c2N)C(CC)C(=O)NC2CCCC2)cc1 (centres undefined) | 0 | -23 | 4 | -3 | 0 | 15 | -0.3 | 16 | 9
39 | CC(C)[C@@H]1COC(c2cccc(C3=N[C@H](C(C)C)CO3)n2)=N1 | 2 | 10 | 4 | -2 | -4 | -25 | -1.4 | 5 | 10
40 | COc1ccccc1Cn1c(C)nnc1-c1cnn(C)c1N | 1 | 10 | -9 | -1 | -2 | -27 | -0.7 | 2 | 3
41 | O=C(Nc1ccccc1C(=O)O)c1ccc(NC(=O)C2CCCO2)cc1 (centres undefined) | -1 | 0 | 5 | -7 | -4 | -13 | -1.3 | 3 | 8
42 | CCCC(=O)NC(c1ccc(OC)cc1)c1c(O)ccc2ccccc12 (centres undefined) | -14 | 31 | -3 | -1 | -4 | 1 | 0.1 | 9 | 15
43 | CCC1C(=O)c2ccccc2N(C)C1=O (centres undefined) | 1 | -5 | 18 | 1 | -1 | 0 | 3.1 | 1 | 1
44 | O=C1N/C(=C/c2cccn2-c2ccc(F)cc2)C(=O)N1Cc1ccccc1F | -10 | 15 | 14 | -3 | 0 | 10 | -0.9 | 4 | 4
45 | CC(=O)NC1(C(F)(F)F)NC(=O)N(c2ccc(F)cc2)C1=O (centres undefined) | 0 | 6 | -20 | -4 | 1 | 7 | 8.6 | -1 | 4
46 | COc1cc2c(cc1NC(=O)CCCN1C(=O)CCC1=O)oc1ccccc12 | 0 | 21 | 10 | 5 | 1 | -11 | 0.0 | 19 | 31
47 | CCC(C)NC(=O)CC(NS(=O)(=O)c1ccc(Cl)cc1)c1ccco1 (centres undefined) | 0 | -6 | 2 | -5 | -1 | -2 | -2.4 | 10 | 6
48 | Nc1ccc(S(=O)(=O)N2CCCC2)cc1Cl | 4 | -13 | -1 | -1 | -1 | -18 | 1.1 | 49 | 18
49 | COc1ccc(OC)c(/C=N/NC(=O)c2nnn(-c3nonc3N)c2-c2cccs2)c1 | 1 | 6 | 10 | 5 | -2 | -8 | 1.9 | -6 | -1
50 | Cc1cnc(NC(=O)Cc2ccc(Br)cc2)s1 | 3 | -3 | -10 | 1 | 0 | 8 | 4.4 | 26 | 13
51 | NC(=O)CC(NC(=O)Cc1ccc(Cl)cc1)c1ccc(NCc2ccccc2)c([N+](=O)[O-])c1 (centres undefined) | -7 | -10 | -6 | -2 | 1 | 26 | -2.0 | 8 | -7
52 | CNC(=O)COC(=O)c1ccccc1Oc1ccccc1 | -2 | 6 | -13 | 1 | -1 | 2 | 0.9 | 2 | 9
53 | O=C(CSc1nnc(-c2cccnc2)n1Cc1ccccc1)NCc1ccccc1 | 1 | 20 | 11 | -3 | -2 | 15 | -0.8 | 7 | -1
54 | O=C(CSc1c2c(nc3ccccc13)CCCC2)NCc1ccco1 | 0 | 27 | 25 | -1 | 3 | 16 | 0.4 | -13 | 17
55 | O=C(O)CS(=O)CC(=O)NCc1cccc(C(F)(F)F)c1 (centres undefined) | -14 | 11 | 0 | -2 | 1 | 5 | -0.1 | -1 | -10

# Molecules shown so far with a Cl atom (7):
entry | mol | NR3A LBD binder | tim10-1 inh | TIM10 inh | APJ ag | beta cell repl | APJ antagonist | MPTP inh | NLRP3 yeast inh | tim23-1 inh
27 | CCOC(=O)C1CC(c2ccc(Cl)cc2)=NNC1=O (centres undefined) | -3 | -8 | 6 | -4 | 0 | 7 | 0.4 | 11 | 13
28 | Cc1ccc(Oc2cc(NC(=O)CCCn3nc([N+](=O)[O-])c(Cl)c3C)cc([N+](=O)[O-])c2)cc1 | 10 | 18 | 16 | 3 | -6 | -7 | 44 | 17 | 22
32 | CC(NCC(=O)Nc1cc(S(=O)(=O)N2CCCCCC2)ccc1Cl)c1ccccc1 (centres undefined) | 1 | 22 | 35 | -1 | -6 | -2 | -0.3 | 15 | 41
37 | COc1ccc(OCc2cc(C(=O)N3CCSCC3)no2)c(Cl)c1 | 0 | 12 | -3 | -5 | 0 | -2 | 0.9 | 24 | 18
47 | CCC(C)NC(=O)CC(NS(=O)(=O)c1ccc(Cl)cc1)c1ccco1 (centres undefined) | 0 | -6 | 2 | -5 | -1 | -2 | -2.4 | 10 | 6
48 | Nc1ccc(S(=O)(=O)N2CCCC2)cc1Cl | 4 | -13 | -1 | -1 | -1 | -18 | 1.1 | 49 | 18
51 | NC(=O)CC(NC(=O)Cc1ccc(Cl)cc1)c1ccc(NCc2ccccc2)c([N+](=O)[O-])c1 (centres undefined) | -7 | -10 | -6 | -2 | 1 | 26 | -2.0 | 8 | -7

# Assay outcomes as filed in PubChem.
